N370S GC mod = qHTS Assay for Inhibitors and Activators of N370S glucocerebrosidase as a Potential Chaperone Treatment of Gaucher Disease; Lysosomal acid glucosylceramidase (Homo sapiens), P04062; Potency, µM (titrated, usually from 59.4 µM), inactives show top-dose activity change, negative = inhibition, actives largely listed as inhibitors; N370S GC spleen homogenate, 4MU-glucoside fluorescence; AID 2101, 2009; hit rate 0.092% among 330,000;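 also: 0% = full enzyme activity and -100% = no enzyme basal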
FEN1 inh = qHTS Assay for the Inhibitors of Human Flap endonuclease 1 (FEN1) | Recombinant FEN1 flap cleavage, fluorescence, 15 min | hit rate 0.35% among 390,000 | P39748 | AID 588795, 2011 | Potency, µM (doses to about 114 µM), inactives show top-dose activity change, negative = inhibition, usual class: inhibitors; also: nearly all actives have a fitted effect of over 65% in size
Target sequence (P39748 whole entry, looked up): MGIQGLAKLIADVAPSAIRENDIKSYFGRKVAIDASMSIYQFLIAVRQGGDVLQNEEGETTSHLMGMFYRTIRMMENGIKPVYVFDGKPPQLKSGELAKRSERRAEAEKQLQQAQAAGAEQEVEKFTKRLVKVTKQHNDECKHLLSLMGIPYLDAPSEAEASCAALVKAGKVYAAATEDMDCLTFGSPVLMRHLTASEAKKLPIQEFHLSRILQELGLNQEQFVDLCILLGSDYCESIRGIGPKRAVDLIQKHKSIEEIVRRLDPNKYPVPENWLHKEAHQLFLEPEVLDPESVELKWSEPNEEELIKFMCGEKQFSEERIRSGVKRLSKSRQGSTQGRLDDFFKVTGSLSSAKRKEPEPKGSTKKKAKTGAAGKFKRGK
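Quantitative HTS format: each compound was titrated, incubated with 10 nM nuclease for 15 min at room temperature, then challenged with flap substrate at 50 nM final. Signal change over 15 min gave concentration–effect curves.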
TDP1 block = qHTS Assay for Inhibitors of Tyrosyl-DNA Phosphodiesterase (TDP1) | Tyrosyl-DNA phosphodiesterase 1 (Homo sapiens), Q9NUW8 | recombinant TDP1, AlphaScreen DNA substrate cleavage | Potency, µM (titrated, usually from 130 µM), for the others: top-dose activity change, negative = inhibition, usual class: inhibitors | hit rate 0.28% among 350,000 | AID 485290, 2010; also: nearly all actives have a fitted effect of over 40% in size
Target sequence (Q9NUW8 whole entry, looked up): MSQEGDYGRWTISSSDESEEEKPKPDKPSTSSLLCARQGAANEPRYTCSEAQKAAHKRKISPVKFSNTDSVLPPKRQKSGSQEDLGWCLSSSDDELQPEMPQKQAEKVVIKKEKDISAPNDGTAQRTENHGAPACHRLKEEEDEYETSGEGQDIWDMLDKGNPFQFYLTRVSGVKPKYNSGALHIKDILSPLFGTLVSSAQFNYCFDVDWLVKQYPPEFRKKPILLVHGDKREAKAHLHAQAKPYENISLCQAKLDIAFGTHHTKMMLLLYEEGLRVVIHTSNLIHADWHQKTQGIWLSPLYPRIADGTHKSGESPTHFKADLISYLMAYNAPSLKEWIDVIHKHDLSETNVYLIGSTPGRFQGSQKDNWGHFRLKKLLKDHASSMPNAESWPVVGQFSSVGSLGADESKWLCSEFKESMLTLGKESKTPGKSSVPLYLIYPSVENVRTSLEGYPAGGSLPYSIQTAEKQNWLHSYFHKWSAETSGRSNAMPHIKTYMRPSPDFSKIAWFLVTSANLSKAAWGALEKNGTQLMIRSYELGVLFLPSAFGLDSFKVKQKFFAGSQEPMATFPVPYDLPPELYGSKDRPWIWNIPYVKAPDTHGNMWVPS
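Enzyme-compound mixtures sat 15 min at room temperature, followed by a 5 min reaction with 15 nM final substrate and 10 min with AlphaScreen beads. Recombinant human Tdp1 was used at 1 nM final.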
Starred values were filed as active, the others as inactive; ? = inconclusive; . = not tested or not shown; & = joins results of further samples; [ ] = dose if it differs, or a comment. Calls follow the shape of the dose curve; as a rule, active = well fitted curve in the direction sought with a large enough effect; inconclusive = small, poorly fitted or top-dose-only effect, or another doubt; inactive = no such curve, though single readings can be large; an effect the other way counts as inactive or inconclusive. Unless noted, % is scaled to controls: 0 for no effect and ±100 for the full control effect; potency is read from the fitted curve at half-maximal effect.

SMILES | N370S GC mod | FEN1 inh | TDP1 block
Cc1ccc(C)c(N2CCN(C(=O)CCc3c(C)nn(-c4ccc(N5CCCC5)nn4)c3C)CC2)c1 | . | 0% | 10%
COc1cc(NC(=O)CCCN2C(=O)CCn3nc(-c4cn(C)c5ccccc45)cc32)cc(OC)c1 | . | 11% | 4%
O=C(O)C1CC1(c1ccccc1)c1ccccc1 (stereo not drawn) | -7% | 14% | .
Nn1c(SCC(=O)Nc2nccs2)nnc1-c1ccccn1 | 1% | -5% | .
COc1ccc(-n2nc(C(=O)NCC(=O)N3CCN(Cc4ccccc4)CC3)c3ccccc3c2=O)c(OC)c1 | -12% | -15% | 6%
CCNCc1cc(Cl)cc(OC)c1OC(C)C | 5% | -2% | 4%
O=C(NCCCN1CCOCC1)C1CC(=O)N(c2ccccc2)C1 (stereo not drawn) | -5% | 1% | 13%[0.0935 µM]
CCOC(=O)N1CCN(C(=O)CN2C(=O)COc3ccc(S(=O)(=O)N4CCOCC4)cc32)CC1 | 1% | -1% | 0%
CC(C)C(O)(C#CCN1CCCCC1)C(C)C | 0% | -5% | 5%
CCC(=O)Oc1ccc2oc(=O)cc(C)c2c1 | 4% | -1% | 0%
O=C(/C=C/c1ccccc1)N1CCN(S(=O)(=O)c2ccc(F)cc2)CC1 | -11% | 3% | 0%
CCN(CC)S(=O)(=O)c1cc(NC(=O)CN2C(=O)NC3(CCCc4ccccc43)C2=O)ccc1C (stereo not drawn) | -12% | -20% | 3%

Two of these compounds, set out differently:
N370S GC mod	FEN1 inh	TDP1 block	SMILES
-5%	1%	13%[0.0935 µM]	O=C(NCCCN1CCOCC1)C1CC(=O)N(c2ccccc2)C1 (stereo not drawn)
1%	-1%	0%	CCOC(=O)N1CCN(C(=O)CN2C(=O)COc3ccc(S(=O)(=O)N4CCOCC4)cc32)CC1

The listing continues.
SMILES | N370S GC mod | FEN1 inh | TDP1 block
Cc1ccc(C)c(NC(=O)Cn2nc(C)c3nn(-c4ccc(Cl)cc4)c(C)c3c2=O)c1 | . | -8% | 3%
O=C(Nc1nnc(CCN2CCCCC2)s1)c1ccccc1 | -6% | 3% | 4%
Cc1csc2nc(-c3cccc(NS(C)(=O)=O)c3)cn12 | . | 12% | 5%
O=C(NCCN1CCCCC1)c1ccc(=O)oc1 | 1% | -1% | 0%
Cc1ccc(NC(=S)NCC(O)c2ccccc2)c(C)c1 (stereo not drawn) | -13% | -6% | .
O=C(/C=C/c1ccc([N+](=O)[O-])cc1)NCc1cccs1 | 3% | 1% | 1%
CCN(CC)S(=O)(=O)c1ccc(N2CCOCC2)c(NC(=O)COc2ccc(C#N)cc2)c1 | 10% | -12% | .
CCN(CC)S(=O)(=O)c1ccc(C)c(NC(=O)Cn2cnc3cc([N+](=O)[O-])ccc3c2=O)c1 | 2% | -5% | 7%
O=C(Nc1nnc(S(=O)(=O)Cc2ccc(F)cc2)s1)c1ccccc1F | -7% | 16% | 1%
Cc1cc(C)c2c(=O)n(CC(=O)N3CCC(Cc4ccccc4)CC3)sc2n1 | -1% | . | 5%
O=C(Nc1c(-c2ccccc2)nc2ccccn12)c1ccccc1 | -24% | 2% | .
Cc1ccc(NC(=O)/C=C/c2ccccc2Cl)cc1Cl | . | 2% | -4%[12.3 µM]
CCOC(=O)C1CCN(C(=O)Cn2c(=O)c3cccn3c3cccnc32)CC1 | -1% | -24% | 0%
NC(=O)CNC(=O)[C@@H]1CC2(CC(c3ccc(Cl)cc3)=NO2)CN1C(=O)c1ccc(Br)cc1 (stereo partly drawn) | 5% | -15% | -2%
CCCCn1c(N)c(N(CC(C)C)C(=O)CCCn2c(=O)oc3ccccc32)c(=O)[nH]c1=O | -7% | -5% | 0%
Cc1ccc(Cl)cc1NS(=O)(=O)c1ccc(N2CCCCS2(=O)=O)cc1 | . | -11% | 6%
COc1ccc(C(OC(=O)c2c(C)noc2C)C(=O)NC2CCCC2)cc1 (stereo not drawn) | 5% | -7% | -5%
CCOc1ccc(C(=O)NCc2ccccn2)cc1 | 2% | 5% | 4%
CCCn1c(-c2cc(OC)c(OC)c(OC)c2)nc2nc3ccccc3nc21 | 9% | -16% | 5%
CC(C)C(NC(=O)OCc1ccccc1)C(=O)NC(Cc1ccc(O)cc1)C(=O)O (stereo not drawn) | -1% | -4% | .
C/C(=N\NS(=O)(=O)c1ccc(C)c([N+](=O)[O-])c1)c1ccc2c(c1)OCO2 | -4% | 13% | 0%
COc1ccc(C(=O)COC(=O)CN2C(=O)c3ccccc3C2=O)c(OC)c1 | 0% | -8% | 1%
Cn1c(SCc2ccccc2)nc2c1c(=O)[nH]c(=O)n2C | 2% | -3% | .
CC(=O)C[C@@H](O)CC(=O)[C@H]1OC(=O)[C@H](C)C/C=C\Cc2ccccc21 | . | 17% | 1%
CCC(C)C1NC(=O)C(Cc2ccc(O)cc2)NC(=O)C(N)CSSCC(C(=O)N2CCCC2C(=O)NC(CC(C)C)C(=O)NCC(N)=O)NC(=O)C(CC(N)=O)NC(=O)C(CCC(N)=O)NC1=O (stereo not drawn) | 9% | . | 7%
S=c1[nH]nc(-c2ccco2)n1-c1cccc2ccccc12 | 25% | -3% | 8%
CCS(=O)(=O)c1cc([N+](=O)[O-])c(Sc2ccccc2N)s1 | -2% | -3% | 8%
Cc1cccc(OCCC(=O)NCC(c2ccccc2)N(C)C)c1 (stereo not drawn) | -5% | -10% | 3%
O=C(O)C1CC(C2CCCCN2)CN2CCCCC12 (stereo not drawn) | 10% | . | 12%[56.1 µM]
COc1ccc(-c2csc(NC(=O)C3CSC4(C)CCC(=O)N34)n2)c(OC)c1 (stereo not drawn) | 3% | 6% | -9%[0.505 µM]
Cc1cc(NC(=O)CCCN2C(=O)c3cccnc3C2=O)ccc1Br | 6% | -10% | 0%
CCCCN(C(=O)c1ccco1)c1nnc(-c2cc(OC)c(OC)c(OC)c2)s1 | 1% | 4% | -2%
COc1ccc(CNC(=O)c2cnccn2)cc1 | 9% | -4% | 5%
CCc1ccc(C(=O)COC(=O)CNC(=O)c2ccc(N3C(=O)c4ccccc4C3=O)cc2)cc1 | 13% | -2% | 0%
CCOc1ccc2nc(NC(=O)c3cc(=O)c4cc(C)cc(C)c4o3)sc2c1 | . | 0% | 6%
Cc1ccc(C)c(NCC(=O)c2ccc(Cl)cc2)c1 | 5% | 1% | 5%
CCn1c(-c2ccccc2Cl)nn(CC(=O)NCCc2ccccc2)c1=S | 9% | -6% | 0%
O=C(Cc1ccc(Br)cc1)N1CCN(C(=O)c2ccco2)CC1 | -11% | -6% | 9%
O=C(OCC(=O)N(C1CCCCC1)C1CCCCC1)c1ccncc1 | -3% | -17% | 7%
COc1cccc2sc(N(Cc3cccnc3)C(=O)c3ccco3)nc12 | . | -6% | 3%
COC(=O)c1ccc(Cn2nnc3c(=O)[nH]c(C4CCCN(S(=O)(=O)c5cccc(Cl)c5)C4)nc32)cc1 (stereo not drawn) | -3% | 9%&18% | 2%&-3%
COc1ccc(NC(=S)Nn2cnnc2)cc1OC | 5% | -10% | -2%
CCOC(=O)C1CCCN(C(=O)Cn2cccc2C(=O)c2ccccc2)C1 (stereo not drawn) | 0% | -4% | 6%
CCN(CC)C(=O)c1ccc(-c2nnc(OC)c3ccccc23)cc1 | 6% | 9% | .
C[C@H]1CNC(=O)C(=O)N1C[C@H](Cc1ccc(O)cc1)NC(=O)CC12CC3CC(CC(C3)C1)C2 | -4% | 2% | .
Cc1[nH]c2ccccc2c1/C=N/NC(=O)c1cc(-c2ccccc2)n[nH]1 | ? | -21% | 7%
Cc1cccc(C(=O)NN/C=C/C(=O)c2ccccc2)c1 | -10% | -2% | 3%
Cc1ccc(CN2CCN(Cc3cnc(N4CCOCC4)s3)CC2CCO)cc1 (stereo not drawn) | 2% | 0% | 2%

16 compounds from above, sorted by molecular weight, falling:
SMILES | N370S GC mod | FEN1 inh | TDP1 block
COC(=O)c1ccc(Cn2nnc3c(=O)[nH]c(C4CCCN(S(=O)(=O)c5cccc(Cl)c5)C4)nc32)cc1 (stereo not drawn) | -3% | 9%&18% | 2%&-3%
NC(=O)CNC(=O)[C@@H]1CC2(CC(c3ccc(Cl)cc3)=NO2)CN1C(=O)c1ccc(Br)cc1 (stereo partly drawn) | 5% | -15% | -2%
COc1ccc(-c2csc(NC(=O)C3CSC4(C)CCC(=O)N34)n2)c(OC)c1 (stereo not drawn) | 3% | 6% | -9%[0.505 µM]
CCCCN(C(=O)c1ccco1)c1nnc(-c2cc(OC)c(OC)c(OC)c2)s1 | 1% | 4% | -2%
Cc1ccc(Cl)cc1NS(=O)(=O)c1ccc(N2CCCCS2(=O)=O)cc1 | . | -11% | 6%
Cc1cc(NC(=O)CCCN2C(=O)c3cccnc3C2=O)ccc1Br | 6% | -10% | 0%
COc1ccc(C(OC(=O)c2c(C)noc2C)C(=O)NC2CCCC2)cc1 (stereo not drawn) | 5% | -7% | -5%
CC(=O)C[C@@H](O)CC(=O)[C@H]1OC(=O)[C@H](C)C/C=C\Cc2ccccc21 | . | 17% | 1%
Nn1c(SCC(=O)Nc2nccs2)nnc1-c1ccccn1 | 1% | -5% | .
Cc1cccc(OCCC(=O)NCC(c2ccccc2)N(C)C)c1 (stereo not drawn) | -5% | -10% | 3%
Cn1c(SCc2ccccc2)nc2c1c(=O)[nH]c(=O)n2C | 2% | -3% | .
Cc1ccc(NC(=S)NCC(O)c2ccccc2)c(C)c1 (stereo not drawn) | -13% | -6% | .
S=c1[nH]nc(-c2ccco2)n1-c1cccc2ccccc12 | 25% | -3% | 8%
O=C(NCCN1CCCCC1)c1ccc(=O)oc1 | 1% | -1% | 0%
COc1ccc(CNC(=O)c2cnccn2)cc1 | 9% | -4% | 5%
CC(C)C(O)(C#CCN1CCCCC1)C(C)C | 0% | -5% | 5%

Next section
SMILES | N370S GC mod | FEN1 inh | TDP1 block
COc1ccc2c(c1)C(=O)C(=O)N2CCS(=O)(=O)c1ccccc1 | -4% | -13% | 4%
CCOc1ccccc1NC(=O)CSc1nnc(CNC(=O)c2cc(OC)c(OC)c(OC)c2)o1 | 0% | 14% | 0%
CCOC(=O)c1c(NC(=O)c2cc(=O)c3c(C)cc(C)cc3o2)sc(C)c1C | . | -3% | 1%
Cc1ccccc1OCc1nnc(SCc2cc(=O)[nH]c3ccccc23)n1-c1ccccc1 | -11% | -8% | 5%
COc1ccc2c(-c3ccc(SC)cc3)c(-c3ccc(S(C)(=O)=O)cc3)sc2c1 | . | -18% | -2%
FC(F)Sc1ccc(-n2cc(-c3ccccc3)[n+]3c2CCC3)cc1 | 6% | -11% | -5%
COc1ccc(CN(C2CCCCC2C)S(=O)(=O)c2ccc(S(=O)(=O)N(C)C)cc2)cc1OC (stereo not drawn) | 25% | 1% | -3%
Cc1ccc(S(=O)(=O)N2CCC(=O)N(CCOCc3ccc(Cl)cc3)CC2)cc1 | 16% | -18% | -4%
Cc1cc([N+](=O)[O-])ccc1NC(=O)c1cccc(NC(=O)C(C)C)c1 | 0% | 11% | 8%
Cc1cc2nn(-c3ccc(F)cc3)nc2cc1NC(=O)c1cccc2ccccc12 | . | 19% | 2%
Cc1cc(C)nc(N/N=C/c2cn[nH]c2-c2ccc(F)cc2)n1 | 1% | 4% | .
CN(C(=O)CSc1nnc(-c2c[nH]c3ccccc23)o1)C1CCS(=O)(=O)C1 (stereo not drawn) | -3% | -16% | -3%
COc1cccc(-c2nn(C)c3sc(C(=O)NCCCN(C)Cc4ccccc4)cc23)c1 | -17% | ? | .
COc1ccccc1C(=O)Nc1sc2c(c1C(=O)NCc1ccco1)CCCC2 | ? | -7% | 6%
Cc1ccc(C(=O)Nc2cnc3ccccc3c2)cc1 | 10% | -5% | -3%
COc1ccc(NC(=O)CN(C)S(=O)(=O)c2ccc(Cl)cc2)cc1Cl | 8% | -16% | 2%
O=C(CN(C(=O)CNC(=O)c1cccs1)c1ccc2c(c1)OCCO2)NC1CCCC1 | -9% | -17% | 3%
CC(=O)NC12CC3CC(C1)CC(C(=O)Nc1nc4ccc(S(C)(=O)=O)cc4s1)(C3)C2 | -7% | -2% | 2%
CCC(=O)c1ccc(OC(C)C(=O)NC2(C#N)CCCCC2)cc1 (stereo not drawn) | 16% | 2% | 2%
Cc1cccc(CCNC(=O)C2CCCN(c3ncnc4c3nc3n4CCCCC3)C2)c1 (stereo not drawn) | 8% | 13% | 4%
CCc1cccc(CC)c1NC(=O)CN1CC(C)SC1=NC1CCCCC1 (stereo not drawn) | 20% | -18% | 1%
Cc1ccc(-c2csc3ncnc(-n4nnc5ccccc54)c23)cc1C | 11% | -12% | 1%
Cc1cc(S(=O)(=O)NC2CCCCC2)ccc1OCC(=O)NCc1ccccn1 | 8% | 5% | -6%
CCOCCCN(CC(=O)NC1CCCC1)C(=O)C(=O)Nc1ccc2c(c1)OCCO2 | -6% | 14% | 0%
O=C(COc1ccccc1-c1ccccc1)Nc1ccc(S(=O)(=O)NCc2ccco2)cc1 | 1% | -3% | 10%
Cn1c(N)c(C(=O)COC(=O)Cc2c(F)cccc2Cl)c(=O)n(C)c1=O | . | -17% | 1%

Rows were taken by chance. Share with any hit: about 0.53%.
